# Screens from PubChem.
# Cl transport mod = modulators of human KCC2 chloride dependent transport | Q9H2X9 | KCC2 cells, thallium flux FluoZin-2 fluorescence | B-score of Tl+ flux slope (higher = more flux/activation; lower = inhibition) at 10 µM | hit rate 2.2% among 190,000 | AID 1456;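 active = thallium flux slope and its plate-corrected score both differing from the plate sample mean at a set confidence after two filtering rounds, in either direction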;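 also: slope of fluorescence scaled to starting intensity during 10 to 20 s after thallium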
# zfTRPN1 agonist = activates the zebrafish TRPN1 channel | activation, % at 3 µM | AID 1424 | hit rate 0.18% among 220,000 | HEK293 zebrafish TRPN1-YFP, Fluo-8 calcium fluorescence; 100% = response to 87 µM carbachol;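 active = activation above its plate's cutoff, the mean activation of test wells on that plate plus 3 SD, cut at about 19% in these data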;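 also: 0% = DMSO alone and 100% = 87 µM carbachol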
#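 System: zebrafish TRPN1-YFP in HEK293 cells / Dosing: 3 µM single point / Timing: dye loading 1 h at 37 °C, then 30 min room temperature / Signal: Fluo-8 calcium fluorescence, excitation 470-495 nm, emission 515-575 nm / Read-out basis: percent activation from peak over basal fluorescence ratio, control-normalized / Control set: high carbachol 87 µM, low DMSO alone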
# EBV gp42 inh = EBV gp42 inhibition | Q1HVG2 | Fluorescence polarization binding assay, mP read-out | inhibition, % (tested at 21.74 µM) | hit rate 0.42% among 220,000 | AID 1085; in the data active = inhibition above about 50%
# Target sequence (Q1HVG2 whole entry, looked up): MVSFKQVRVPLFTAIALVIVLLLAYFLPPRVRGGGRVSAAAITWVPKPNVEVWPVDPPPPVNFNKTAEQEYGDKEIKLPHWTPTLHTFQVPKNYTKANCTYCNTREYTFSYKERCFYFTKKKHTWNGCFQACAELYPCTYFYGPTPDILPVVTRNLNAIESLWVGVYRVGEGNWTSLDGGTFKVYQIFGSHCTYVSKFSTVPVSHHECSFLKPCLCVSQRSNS
# Thrombin inh = blocks human thrombin protease activity. alpha-thrombin, Boc-VPR-AMC fluorogenic substrate cleavage. P00734. hit rate 0.26% among 220,000. inhibition, % at 5 µM;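 active = inhibition at or above 40%; inactive = inhibition below 40%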;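 also: 0% = enzyme with no compound and 100% = wells without enzyme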
#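 Material: human alpha-thrombin protein. Incubation: reaction at ambient temperature. Technique: fluorescence of released AMC, ex 355 nm, em 460 nm. Control set: no-compound enzyme wells and no-enzyme blanks. Also added: Boc-VPR-AMC substrate, 15 µM final. Buffer or medium: pH 7.5 Tris (50 mM) with NaCl 150 mM, Tween 20 0.05%.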
# PPC-1+TRAIL kill = kills PPC-1 cancer cells in the presence of TRAIL. hit rate 0.41% among 220,000. PPC-1 cells + TRAIL, ATPLite viability luminescence. AID 1443. cell killing (% activity), % at 4 µM;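 active = cell killing above 50% in the first pass at 4 µM, then a duplicate retest at 5 µM averaging 50% or more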;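 also: plate controls were cells with TRAIL plus DMSO for no effect and medium-only wells lacking cells for full effect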
# TRPML3 agonist = human mucolipin-3 channel agonism; hit rate 0.29% among 220,000; HEK293 TRPML3-YFP, Fluo-8 calcium fluorescence; 100% = the carbachol control signal; activation, % at 3 µM; Q8TDD5;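 active = activation above its plate's cutoff, the mean activation of the plate's test wells plus 3 SD, cut at about 12% in these data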;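 also: 0% = DMSO only wells and 100% = carbachol wells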
#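 Test system – HEK293 line with stable expression of human TRPML3-YFP channel · Control set – carbachol 87 µM final as high control (100%), DMSO as low control (0%) · Signal – Fluo-8 calcium dye fluorescence, ex 470-495, em 515-575 nm · Incubation – 1-h 37 °C dye load, 5-s basal, 120-s post-compound reads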
# Furin inhibitor = human furin inhibition. purified furin, fluorogenic substrate cleavage. hit rate 0.061% among 220,000. inhibition, % at 30 µM. AID 463115. P09958; in the data active = inhibition above about 25%; also: inactives centre near -15
# Target sequence (P09958 108-714 limits assumed): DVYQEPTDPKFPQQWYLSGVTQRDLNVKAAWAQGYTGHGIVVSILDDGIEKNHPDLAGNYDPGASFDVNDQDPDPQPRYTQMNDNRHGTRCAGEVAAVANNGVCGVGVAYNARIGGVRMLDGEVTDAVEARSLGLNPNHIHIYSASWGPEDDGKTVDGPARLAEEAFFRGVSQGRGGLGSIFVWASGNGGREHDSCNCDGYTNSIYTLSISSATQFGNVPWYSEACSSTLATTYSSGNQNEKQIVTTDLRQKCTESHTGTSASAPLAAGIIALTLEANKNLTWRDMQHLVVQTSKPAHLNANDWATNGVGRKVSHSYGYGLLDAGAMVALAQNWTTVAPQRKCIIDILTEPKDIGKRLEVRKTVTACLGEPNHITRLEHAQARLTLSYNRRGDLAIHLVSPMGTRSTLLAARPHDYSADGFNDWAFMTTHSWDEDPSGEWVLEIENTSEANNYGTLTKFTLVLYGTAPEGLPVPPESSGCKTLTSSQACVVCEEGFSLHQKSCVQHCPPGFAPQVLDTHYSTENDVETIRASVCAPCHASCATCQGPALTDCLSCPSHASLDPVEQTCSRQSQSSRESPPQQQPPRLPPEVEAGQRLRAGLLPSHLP
# TbHK1 inh = T. brucei hexokinase 1 inhibition | inhibition, % at 10 µM | recombinant TbHK1, G6PDH-coupled NADH A340 | hit rate 0.11% among 220,000;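 active = inhibition of 50% or more in the single-dose primary screen; inactive = inhibition below 50%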
# Calpain2 inh = inhibitors of pig calpain II; purified calpain II, fluorogenic peptide substrate, 30 min; inhibition, % at 16 µM; hit rate 0.37% among 220,000; AID 1236;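 active = inhibition above about 50%, limit read from the data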
# Active calls of the source: *; · = no result given; & = joins results of further samples; [ ] = another dose, or the depositor's remark.
# Below each SMILES – Cl transport mod	zfTRPN1 agonist	EBV gp42 inh	Thrombin inh	PPC-1+TRAIL kill	TRPML3 agonist	Furin inhibitor	TbHK1 inh	Calpain2 inh
CCc1nnc(NC(=O)CSc2nnc3ncccn23)s1
  0.0011	0.6	-9	-10	-7	0.7	0[20 µM]	1	-21
COc1ccc(/C=C/C(=O)c2cc(Br)ccc2O)cc1OC
  -0.65	-0.3	3	4	-11	0.6	-33	-11	-18
CC(C)CCN1CCN(C2CCN(c3ccccc3)CC2)CC1CCO (centres undefined)
  -0.52	-0.4	-12	-9	-4	1.1	-14	-3	-9
O=C(CNCCC1=CCCCC1)Nc1ccccc1N1CCCCCC1
  -0.32	-2.0	-15	-4	24	0.1	-27	13	29
CCCC(C)NC(=O)c1ccccc1SC (centres undefined)
  1	0.5	-13	-9	27	0.3	-25	0	-15
CCOC(=O)/C=C(\C)Sc1cc(=O)oc2ccccc12
  -0.79	-0.6	-13	0	4	0.2	-11[20 µM]	-2	-5
Cc1cc(OCC(=O)Nc2ccccc2F)nc(C(C)C)n1
  -0.34	0.1	6	1	-29	0.7	-19[20 µM]	-5	3
Nc1c(S(=O)(=O)c2cccc(Cl)c2)c2nc3ccccc3nc2n1CCN1CCOCC1
  -7.3e-05	0.0	5	-3	-12	0.7	-33	-10	-328
Cc1nc2ccc(S(=O)(=O)N(C)CC(=O)N3CCc4ccccc43)cc2s1
  ·	1.1	-12	-4	-6	-0.7	-16	-4	11
CCOC(=O)CC1COCCN1C(=O)CCc1nnc(-c2ccsc2)o1 (centres undefined)
  -0.2	-0.4	-20	-13	·	-0.8	-21	-5	-27
COc1ccc2cc(CN(CC3COCCO3)S(=O)(=O)c3c(C)cc(C)cc3C)c(=O)[nH]c2c1 (centres undefined)
  2.2	1.4	-9	6	-7	0.2	-15	-19	-12
CC(CCc1ccccc1)NC(=O)CN1C(=O)NC2(CCCCC2)C1=O (centres undefined)
  0.57	0.6	-8	-1	-1	1.3	-27	-4	4
O=P(c1ccccc1)(c1ccccc1)c1nc(-c2ccccc2)oc1N1CCOCC1
  -0.5	-0.8	-20	-11	-4	0.1	-5	-12	-8
CCNC(=O)COC(=O)/C=C/c1cccc([N+](=O)[O-])c1
  -1.5	0.8	-3	-13	29	1.2	-12	-5	3
COc1ccc(NC(=O)c2nc(C)c(C3(C)CC(c4ccccc4)=NO3)s2)cc1 (centres undefined)
  -0.78	·	-19	-1	15	·	-16	-13	10
CCCCNc1cc(C)nc(N2CCOCC2)n1
  -0.59	-1.4	-4	0	16	0.7	-22[20 µM]	3	-14
CN(C)c1ccc(C(=O)OCc2ccccc2)cc1
  0.25	-0.8	-14	1	-3	1.6	11[20 µM]	0	1
COc1ccc(OC)c(NC(=O)N[C@H](Cc2ccccc2)C(=O)NN)c1
  1.7	0.4	-19	2	-5	-0.4	-11	-2	2
COc1nsnc1NS(=O)(=O)c1ccc(NC(=S)NC(=O)c2cccnc2)cc1
  -0.028	-0.1	-3	1	-10	0.4	-23	0	-7
CCn1ccnc1CN1CCN(CC=C(C)C)C(CCO)C1 (centres undefined)
  ·	0.6	-3	1	-3	0.9	-26	-7	-18

# Next part (4 carried over from the part before).
# Below each SMILES – Cl transport mod	zfTRPN1 agonist	EBV gp42 inh	Thrombin inh	PPC-1+TRAIL kill	TRPML3 agonist	Furin inhibitor	TbHK1 inh	Calpain2 inh
CN(C)c1ccc(C(=O)OCc2ccccc2)cc1
  0.25	-0.8	-14	1	-3	1.6	11[20 µM]	0	1
COc1ccc(OC)c(NC(=O)N[C@H](Cc2ccccc2)C(=O)NN)c1
  1.7	0.4	-19	2	-5	-0.4	-11	-2	2
COc1nsnc1NS(=O)(=O)c1ccc(NC(=S)NC(=O)c2cccnc2)cc1
  -0.028	-0.1	-3	1	-10	0.4	-23	0	-7
CCn1ccnc1CN1CCN(CC=C(C)C)C(CCO)C1 (centres undefined)
  ·	0.6	-3	1	-3	0.9	-26	-7	-18
Cn1nnnc1SCC(=O)Nc1cc(S(=O)(=O)N2CCCC2)ccc1Cl
  0.06	-0.2	-4	-6	7	1.7	-16	-4	5
Cc1cc(/C=C2\SC(=S)NC2=O)c(C)n1C
  ·	1.4	-11	8	4	0.8	-20[20 µM]	-2	17
O=C(Cn1ncnn1)OCc1ccccc1Cl
  1.3	-0.9	-7	5	29	1.0	-11[20 µM]	4	-4
N#Cc1cnn2cc(-c3ncc(C(F)(F)F)cc3Cl)cnc12
  ·	0.1	-5	4	19	0.9	-11[20 µM]	-6	-126
O=C(CSc1nc(O)cc(=O)[nH]1)N1c2ccccc2Sc2ccccc21
  -0.055	-1.4	-3	0	12	0.1	-17	-1	-23
CCc1ccccc1NC(=O)c1nnn(CC(=O)Nc2cccc(C)c2C)c1N
  0.37	0.3	-30	1	16	0.4	3	38	32
Nc1ccc2nc(CCCCCCCCc3nc4ccc(N)cc4[nH]3)[nH]c2c1
  0.36	-0.8	-14	-5	8	0.8	-21	1	23
CCC1CCCCN1S(=O)(=O)c1ccc(S(=O)(=O)N2CCN(S(=O)(=O)CC)CC2)cc1 (centres undefined)
  0.49	0.3	-14	-3	21	1.0	-21	0	-15
Cc1cc2ccccn2c1C(=O)c1ccc(NN)c([N+](=O)[O-])c1
  -2.1	-1.6	0	-2	14	0.1	-17	-6	12
CCOc1ccc(NC(=O)CN(C2CCCCC2)S(C)(=O)=O)cc1
  0.69	1.1	-17	-6	4	0.1	-4[20 µM]	-4	1
Clc1ccccc1CSc1nnc(-c2ccco2)c(-c2ccco2)n1
  -0.16	0.1	40	-4	22	1.2	-9	4	-14
O=C(/C(=N\Nc1ccc([N+](=O)[O-])cc1)Sc1nnnn1-c1ccccc1)c1ccccc1
  -0.062	0.3	6	-4	-13	0.2	-2	-12	-8
N#Cc1c(NC(=S)NC(=O)c2ccccc2)sc2c1CCC2
  1.3	0.3	-3	-2	24	1.7	-6	-17	-24
O=c1c(S(=O)(=O)c2ccc(Cl)cc2)cn(Cc2ccccc2F)c2ccc(F)cc12
  0.27	0.7	-5	-5	-26	2.3	-23	4	-26
Cc1ccc(SCc2cc(-c3ccc(Cl)cc3)on2)cc1
  0.76	-0.5	-6	-7	6	0.8	-19[20 µM]	-3	-3
COc1ccc(N(CC(=O)Nc2ccccc2C(=O)N2CCOCC2)S(=O)(=O)c2ccc(F)cc2)cc1
  -1.1	-0.3	-1	-2	25	0.1	-11	3	-9
O=c1c2ccccc2nc(SCc2cccc(F)c2)n1C1CCCC1
  0.93	0.7	-3	-10	16	0.0	-11	-4	3
O=C(COC(=O)c1ccccc1Nc1ccc(SC(F)F)cc1)NCc1ccco1
  0.19	-0.1	-17	-5	19	0.0	-17	6	-9
Cc1cc(NC(=O)c2cccc(S(=O)(=O)N3c4ccccc4CC3C)c2)no1 (centres undefined)
  -0.19	-1.3	-3	2	-14	0.4	-32	-1	-8
O=C(CN(CC1CCCO1)C(=O)Cn1nnc(-c2ccc(F)cc2)n1)NC1CCCCC1 (centres undefined)
  ·	1.3	-7	-8	11	0.6	-12	0	-21
COc1ccc(C(=O)N/C(=C\c2cccs2)c2nc3ccccc3[nH]2)cc1OC
  1	0.3	-7	5	6	-0.2	7[20 µM]	-41	-5
COc1ccc(Cc2c(O)nc(SCC(=O)NC34CC5CC(CC(C5)C3)C4)[nH]c2=O)cc1
  1.2&0.13	1.8&-0.5	-5&5	-7	-4&9	0.6&0.6	-15&-18	-1&2	-14&-11
CC(C)C1OC2(C)OC(=N)C1(C#N)C(C#N)(C#N)C2c1ccccc1 (centres undefined)
  0.067	1.3	31	-12	30	0.7	-5	-9	-125
CSc1ccc(/C=N/Nc2nc(C)cc(=O)[nH]2)cc1
  0.57	-0.5	-5	-4	22	0.0	7	-47	-43
COc1ccc(NC(=O)C(NC(=O)CNC(C)=O)c2ccc(C)cc2)cc1 (centres undefined)
  ·	-0.7	9	-5	1	0.4	-21[20 µM]	-3	25
CN(C)S(=O)(=O)c1ccc(S(=O)(=O)Nc2ccc3c(c2)oc2ccccc23)cc1
  -0.7	0.0	-17	-3	7	0.3	-16[20 µM]	-3	21
CCn1c(=O)c([N+](=O)[O-])c(NCCc2ccc(OC)c(OC)c2)c2ccccc21
  -0.58	1.1	-5	-7	34	0.5	-23	-5	1
C[n+]1c2n(c3ccccc31)N=C(c1cc(C(C)(C)C)c(O)c(C(C)(C)C)c1)CS2
  -3.4	-0.8	-3	·	36	0.2	-4	-8	-35
COc1ccc(S(=O)(=O)NC(C)C(=O)Nc2cccc(C(C)=O)c2)cc1 (centres undefined)
  -0.033	-1.2	-4	47*	0	-0.4	-4[20 µM]	2	33
O=C1Cc2ccccc2Sc2cc(OCCCN3CCCCC3)ccc21
  0.12	-0.9	1	-7	18	1.8	-21	-15	-61
CCOc1ccc(-c2ccc(SCC(=O)N3CCOCC3)nn2)cc1
  1.8	3.0	7	-14	57*[5 µM]	3.0	4	-4	-10
O=C(Nc1ccc(Cl)cc1)C1c2cccc[n+]2CC(=O)N1Cc1ccc2c(c1)OCO2 (centres undefined)
  0.34	1.7	-27	-5	9	1.3	-17	3	-52
COc1ccc(C(C)=O)c2c1OCCO2
  0.57	1.1	-9	5	-10	-0.5	-18	1	7
CN(Cc1ccccc1)c1ccc(S(=O)(=O)N2CCOCC2)cn1
  -0.3	0.1	-1	15	-4	0.3	-16[20 µM]	-9	7
COc1ccc(-c2[nH]ncc2CN2CCC(C(=O)c3ccc(F)cc3)CC2)cc1
  0.054	-0.2	2	-7	17	0.3	-6	5	-18
Cc1cc(C)c(C(=O)COc2cccnc2[N+](=O)[O-])cc1C
  0.024	-1.9	-13	-1	47	0.3	-20[20 µM]	8	-57
O=C(O)CCCC(=O)Nc1ccccc1C(=O)O
  1.1	0.5	-2	2	3	0.4	-17	4	-29
C#CC(CC)(CC)NC(=O)/C=C/C(=O)O
  0.93	0.3	-4	-2	21	0.7	-13	-10	-9
COC(=O)c1cc(S(=O)(=O)N(C)C2CCCCC2)oc1C
  -0.87	-1.7	-4	-3	9	4.5	-18	-10	15
CCOC(=O)N1CCN(CC(O)COc2ccccc2C(C)C)CC1 (centres undefined)
  ·	0.7	-18	4	7	0.8	-17	-9	8
C/C(CC(=O)Nc1cccc(Cl)c1C)=N\NC(=O)C(=O)NCC(C)C
  0.17	-1.3	-1	0	2	-0.3	-23	-6	-7
Cc1cc(F)ccc1NC(=O)C(C)n1c2ccccc2c2nc(=O)cc(C)n21 (centres undefined)
  -0.013	1.4	-5	-5	4	0.4	-16	-2	-23
CCOC(=O)c1c(C)nc2ccccc2c1-c1ccccc1
  -1.5	-3.0	-2	-8	15	-0.4	-18	-6	3
COc1ccc2c(c1)Cc1sc(NC(=O)c3ccco3)nc1-2
  -1.3	-1.6	-19	4	21	-0.3	-17[20 µM]	-2	-22
O=C(C1CCCCN1S(=O)(=O)c1ccccc1[N+](=O)[O-])N1CCCC1 (centres undefined)
  0.028	-0.3	-10	-7	0	0.9	-24	3	5
